YAP1 CTGF inhibition = reduction of CTGF mRNA in DLD1 cells – DLD1 colon cancer cells, RT-qPCR, single point, primary screen (AID 743449); DLD1 CTGF mRNA qPCR, 24 h; stronger effect = higher value; inhibition, % at 12.5 µM; 9,900 tested, 0.9% active;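 active = mean normalized replicate activity at least 50 and at least half of replicates each reaching 50; inconclusive = only one of the two criteria met; inactive = neither criterion met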;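 also: 0% = neutral control wells and 100% = dasatinib control wells; higher means stronger suppression of CTGF expression like dasatinib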
Pax4 gene expression = Pax4 mRNA upregulation in alpha cells – RT-PCR, mouse alpha TC1 cells, single point, primary screen (AID 1053180) | mouse alpha TC1 cells, Pax4 mRNA qPCR, 6 days; stronger effect = higher value; 100% = Pax4 plasmid added at qPCR | activation, % at 10 µM | 9,600 tested, 0.2% active;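 active = highest normalized replicate activity of 15 or more, or at least half the replicates reach 15 or more; inactive = neither condition met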;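 also: pax4 Ct normalized to GAPDH with activation seen as lower delta delta Ct; plate controls were plate neutral control wells for no effect and Pax4 plasmid positive control for full effect; each compound tested in two replicate wells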
Starred values were filed as active, the others as inactive; ? = inconclusive; . = no result given; & = joins results of further samples.

Compound,YAP1 CTGF inhibition,Pax4 gene expression
COc1ccccc1CNC(=O)C[C@H]1C[C@@H]2c3cc(NC(=O)C4CCC4)ccc3O[C@@H]2[C@H](CO)O1,-5,0.0
C[C@@H]1CN([C@H](C)CO)C(=O)c2cc(-c3ccc(F)cc3)cnc2O[C@H]1CN(C)S(C)(=O)=O,-13,0.0
C[C@H](NC(=O)C[C@@H]1CC[C@@H]2[C@H](COc3ccc(NS(=O)(=O)c4ccc(Cl)cc4)cc3C(=O)N2C)O1)c1ccccc1,14,0.0
COc1cccc(C#Cc2ccc([C@@H]3[C@@H](C#N)N(C(=O)c4ccccn4)[C@H]3CO)cc2)c1,-48,0.1
COc1ccc(S(=O)(=O)Nc2cccc3c2O[C@@H](CN(C)CC2CCCCC2)[C@H](C)CN([C@H](C)CO)C3=O)cc1,6,0.0
C[C@@H]1CN([C@@H](C)CO)C(=O)c2cccc(NC(=O)c3ccc(-c4nccs4)cc3)c2O[C@H]1CN(C)C(=O)Nc1ccc(C(F)(F)F)cc1,40,0.0
O=C(CN1CCOCC1)N[C@H]1CC[C@@H](CCn2cc(C3CC3)nn2)O[C@H]1CO,-22,0.0
CS(=O)(=O)N1[C@H](CO)[C@@H](c2ccc(-c3ccccc3F)cc2)[C@@H]1C#N,16,0.0
CN1C(=O)c2cc(NC(=O)c3cscn3)ccc2OC[C@H]2O[C@H](CC(=O)NCc3ccc(Cl)c(Cl)c3)CC[C@@H]21,-2,0.0
C[C@H](CO)N1C[C@H](C)[C@@H](CN(C)Cc2ccc(C(=O)Nc3ccccc3N)cc2)Oc2ccc(NC(=O)Cn3cnnn3)cc2C1=O,8,0.0
CC(=O)N1[C@@H](CO)[C@@H](c2ccccc2)[C@@H]1CN(CC(C)C)C(=O)c1ccccn1,22,0.0
O=C(O)C[C@@H]1C[C@H]2c3cc(NC(=O)Nc4ccc(C(F)(F)F)cc4)ccc3O[C@H]2[C@@H](CO)O1,-18,0.0

(next part)
Compound,YAP1 CTGF inhibition,Pax4 gene expression
C[C@H](CO)N1C[C@H](C)[C@H](CN(C)C(=O)Nc2ccc(-c3cccs3)cc2)OCc2cnnn2CCCC1=O,14,0.0
CCCC(=O)Nc1ccc2c(c1)OC[C@H](C)N(CC1CCOCC1)C[C@@H](C)[C@H](OC)CN(C)C2=O,-21,0.0
COc1ccc(NC(=O)N(C)C[C@@H]2OCCCC[C@@H](C)Oc3ccc(NC(=O)c4ccncc4)cc3C(=O)N([C@H](C)CO)C[C@@H]2C)cc1,6,0.0
CNC[C@H]1Oc2ccc(NC(=O)CCC(F)(F)F)cc2C(=O)N([C@H](C)CO)C[C@@H]1C,-26,0.0
CS(=O)(=O)N1[C@@H]2CNC[C@H]1C2c1ccc(-c2ccccc2)cc1 (stereo partly drawn),27&-10,0.0&0.0
O=C(CC(F)(F)F)N1C[C@@H]2[C@H](c3ccccc31)[C@@H](CO)N2Cc1cccnc1,-5,0.0
COCC(=O)N1CC2(CCN(C(=O)c3cccnc3)CC2)c2c([nH]c3cc(OC)ccc23)[C@H]1CO,-65,0.0
CCCC(=O)Nc1ccc2c(c1)OC[C@H](C)N(C(=O)c1cccnc1)C[C@@H](C)[C@H](OC)CN(C)C2=O,5,0.0
O=C(NCCc1ccncc1)[C@H]1[C@H](CO)[C@H]2Cn3c(cccc3=O)[C@@H]1N2Cc1ccccc1F,5,0.0
CN1c2ccc(-c3cccc(C#N)c3)cc2[C@@H]2[C@@H](CCN2C(=O)CN2CCOCC2)[C@@H]1CO,-2,0.0
C/C=C/c1ccc([C@H]2[C@@H](CNC(=O)NC(C)C)N(C(=O)C3CC3)[C@H]2CO)cc1,-12,0.0
COC(=O)C[C@@H]1C[C@@H]2c3cc(NC(=O)c4ccc5c(c4)OCO5)ccc3O[C@@H]2[C@H](CO)O1,-12,0.0

Next records follow:
Compound,YAP1 CTGF inhibition,Pax4 gene expression
COc1ccc(S(=O)(=O)Nc2ccc3c(c2)CC(=O)N([C@@H](C)CO)C[C@H](C)[C@@H](CN(C)Cc2ccc(C(=O)Nc4ccccc4N)cc2)O3)cc1,2,0.0
N#C[C@@H]1[C@H](c2ccccc2)[C@@H](CO)N1C(=O)c1ccccc1F,-9,0.0
COCC(=O)N1CC2(C1)[C@@H](c1ccc(-c3cccc(F)c3)cc1)[C@@H](CO)N2C(=O)C1CC1,-13,.
NCC[C@@H]1CC[C@@H](NS(=O)(=O)c2ccc(Cl)cc2)[C@H](CO)O1,-27,0.0
CCCN1[C@@H]2c3ccc(-c4cccc(OC)c4)c(=O)n3C[C@@H]2[C@@H](CO)[C@@H]1C(=O)OC,-15,0.0
C[C@H](NC(=O)[C@@H]1[C@@H](CO)[C@@H]2Cn3c(ccc(-c4ccccc4F)c3=O)[C@H]1N2)c1ccccc1,23,0.0
Cc1ccccc1-c1ccc(C2[C@H]3CNC[C@@H]2N3S(=O)(=O)c2ccccc2)cc1 (stereo partly drawn),-19&-9,0.0&0.0
CN(C)C(=O)c1ccc(-c2ccc([C@@H]3[C@H](C#N)N(C(=O)C4CC4)[C@H]3CO)cc2)cc1,16,0.0
COc1ccc(S(=O)(=O)N(C)C[C@H]2Oc3ccc(NC(=O)Cc4cn(C)c5ccccc45)cc3C(=O)N([C@H](C)CO)C[C@@H]2C)cc1,3,0.1
COc1ccc2c3c([nH]c2c1)[C@H](CO)N(C(=O)Nc1c(C)noc1C)CC31CN(CC2CCOCC2)C1,2,0.0
CN(C)c1ccc2c(c1)[C@@H]1C[C@@H](CC(=O)NCc3ccccn3)O[C@H](CO)[C@@H]1O2,2,0.0
O=C1NCCOCn2nncc2CC[C@@H]1Cc1ccc(-c2ccccc2)cc1,-7,0.0

Carrying on:
canonical_smiles	YAP1 CTGF inhibition	Pax4 gene expression
CO[C@H]1CN(C)C(=O)c2cc(NC(=O)NC3CCCCC3)ccc2OC[C@H](C)N(CC2CCOCC2)C[C@@H]1C	?	0.0
C[C@H]1COCc2cnnn2CC[C@@H](Cc2ccccc2)C(=O)N1	-49	0.0
CCCNC(=O)N1CC2(C1)CN(C(=O)NC1CCCC1)[C@H](CO)c1[nH]c3cc(OC)ccc3c12	23	0.0
COc1ccc2c3c(n(C)c2c1)[C@@H](CO)N(C(=O)c1ccccn1)CC31CN(C(=O)Cc2ccccc2)C1	26	0.0
O=C(NC1CCCCC1)N1C[C@@H]2N[C@H](C1)C2c1ccc(-c2ccc(F)cc2)cc1 (stereo partly drawn)	-24&-28	0.1&0.1
CC(=O)N1[C@@H](CO)[C@H](c2ccccc2)[C@@H]1CN(CC(C)C)C(=O)c1ccccn1	6	0.0
O=C(C[C@@H]1C[C@H]2c3cc(NS(=O)(=O)c4ccc(F)cc4)ccc3O[C@H]2[C@@H](CO)O1)N1CCc2ccccc2C1	24	0.0
C/C=C/c1ccc([C@@H]2[C@@H](CO)N(C(=O)c3cnccn3)C23CN(C(=O)C2CCC2)C3)cc1	19	.
CC(C)NC(=O)N1CC2(C1)[C@@H](c1ccccc1)[C@@H](CO)N2C(=O)C1CCOCC1	-41	.
CN(C)C(=O)c1ccc(-c2ccc(C3[C@H]4CNC[C@@H]3N4C(=O)Nc3cc(F)ccc3F)cc2)cc1 (stereo partly drawn)	16	0.0
O=C(C[C@H]1CC[C@H]2[C@@H](COC[C@@H](O)CN2S(=O)(=O)c2cccc(Cl)c2)O1)N1CCOCC1	-5	0.0
C[C@@H]1CN([C@@H](C)CO)C(=O)c2cccc(NC(=O)Nc3ccc4c(c3)OCO4)c2O[C@@H]1CN(C)S(C)(=O)=O	-18	0.0

(cont.)
canonical_smiles	YAP1 CTGF inhibition	Pax4 gene expression
C[C@@H]1CCCCO[C@H](CN(C)C(=O)NC2CCCCC2)[C@@H](C)CN([C@H](C)CO)C(=O)c2cc(N(C)C)ccc2O1	5	0.0
COc1ccccc1NC(=O)N1CC(=O)N2[C@H](CO)[C@@H](c3ccc(-c4cccc(C)c4)cc3)[C@H]2C1	9	0.0
CCC(=O)N1[C@H](CO)[C@H](c2ccccc2)[C@H]1CN(CC)C(=O)c1cccc(F)c1	0	0.0
COc1ccc(NC(=O)N(C)C[C@H]2Oc3ccc(NC(=O)Nc4cccc5ccccc45)cc3CC(=O)N([C@@H](C)CO)C[C@H]2C)cc1	-11	0.0
CCS(=O)(=O)N1CC2(CN(C(=O)Nc3c(C)noc3C)[C@@H](CO)c3[nH]c4cc(OC)ccc4c32)C1	-6	0.0
CCCNC(=O)N1CCC2(CC1)CN(C(=O)COC)[C@H](CO)c1[nH]c3cc(OC)ccc3c12	-2	0.0
CS(=O)(=O)Nc1ccc2c(c1)[C@H]1C[C@H](CC(=O)NCCc3ccccc3)O[C@H](CO)[C@H]1O2	-17	0.0
COc1cccc(-c2ccc(C3[C@H]4CNC[C@@H]3N4CC3CCCCC3)cc2)c1 (stereo partly drawn)	-10	0.0
COc1ccc2c3c([nH]c2c1)[C@H](CO)N(S(C)(=O)=O)CC31CN(CC2CCOCC2)C1	29	0.0
CC(C)NC(=O)N1CC2(C1)[C@H](c1ccccc1)[C@H](CO)N2C(=O)C1CCOCC1	15	.
CCC(=O)N1[C@@H]2c3ccc(-c4ccc(F)cc4)c(=O)n3C[C@@H]2[C@@H](CO)[C@@H]1C(=O)N(C)C	-15	0.0
CO[C@@H]1CC[C@H]2CCN(C)C(=O)[C@H](C)CN(C)C(=O)c3cc(C#N)ccc3OC[C@@H]1O2	2	0.0

Following part.
canonical_smiles	YAP1 CTGF inhibition	Pax4 gene expression
CN1CCN(C(=O)C[C@@H]2CC[C@H]3[C@H](COc4ccc(NC(=O)c5cccs5)cc4C(=O)N3C)O2)CC1	-4	0.0
C[C@@H](NC(=O)C[C@@H]1CC[C@H]2[C@@H](COC[C@H](O)CN2Cc2ccc(C(F)(F)F)cc2)O1)c1ccccc1	10	0.0
CCCNC(=O)N1CC2(CN(CC3CCCCC3)C2)c2c(n(C)c3cc(OC)ccc23)[C@@H]1CO	38	0.0
CCCNC(=O)N1[C@@H]2Cn3c(ccc(-c4ccc(OC)cc4)c3=O)[C@H]1[C@@H](C(=O)NC1CCC1)[C@@H]2CO	-12	0.0
CCCN1C[C@H](C)[C@@H](OC)CN(C)C(=O)c2cc(NS(=O)(=O)c3ccccc3)ccc2OC[C@H]1C	3	0.0
COc1ccc2c3c([nH]c2c1)[C@H](CO)N(C(=O)CC1CC1)CC31CCN(Cc2ccncc2)CC1	-6	0.0
COCC(=O)Nc1ccc2c(c1)[C@@H]1C[C@@H](CC(=O)NCc3ccc4c(c3)OCO4)O[C@H](CO)[C@@H]1O2	4	0.0
N#C[C@@H]1[C@H](c2ccccc2-c2ccccc2F)[C@H](CO)N1C(=O)C1CCC1	7	0.0
Cc1ccc(S(=O)(=O)Nc2ccc3c(c2)C(=O)N([C@H](C)CO)C[C@@H](C)[C@@H](CN(C)S(=O)(=O)c2cccs2)OCCCC[C@H](C)O3)cc1	-10	0.1
COc1ccccc1CN1[C@@H]2CN(C(=O)C3CCOCC3)c3ccccc3[C@@H]2[C@@H]1CO	-10	0.0
CO[C@H]1CN(C)C(=O)c2cccc(C#N)c2OCC[C@H]2CC[C@H](OC)[C@@H](CN(C)C(=O)[C@H]1C)O2	-16	0.0
CC(C)NC(=O)Nc1cccc2c1O[C@H](CN(C)C(=O)Nc1ccccc1)[C@@H](C)CN([C@H](C)CO)C2=O	9	0.0

Other structures.
canonical_smiles	YAP1 CTGF inhibition	Pax4 gene expression
O=C(CN1CCOCC1)N1CC[C@@H]2[C@H]1c1cc(Br)ccc1N[C@@H]2CO	32	0.0
Cc1noc(C)c1NC(=O)Nc1ccc2c(c1)C(=O)N(C)[C@H]1CC[C@H](CC(=O)N[C@@H]3CCN(Cc4ccccc4)C3)O[C@H]1CO2	16	0.0
COCC(=O)N1[C@H](CO)[C@@H](c2ccccc2-c2ccccc2F)[C@@H]1C#N	-19	0.0
CC1C=NC(S(=O)(=O)N2CC[C@@H]3[C@H](CO)N(C)c4ccc(C5=CCCCC5)cc4[C@@H]32)=N1 (stereo partly drawn)	7	0.0

Among those listed so far, these contain an NH in an aromatic ring.
canonical_smiles	YAP1 CTGF inhibition	Pax4 gene expression
COCC(=O)N1CC2(CCN(C(=O)c3cccnc3)CC2)c2c([nH]c3cc(OC)ccc23)[C@H]1CO	-65	0.0
COc1ccc2c3c([nH]c2c1)[C@H](CO)N(C(=O)Nc1c(C)noc1C)CC31CN(CC2CCOCC2)C1	2	0.0
CCCNC(=O)N1CC2(C1)CN(C(=O)NC1CCCC1)[C@H](CO)c1[nH]c3cc(OC)ccc3c12	23	0.0
CCS(=O)(=O)N1CC2(CN(C(=O)Nc3c(C)noc3C)[C@@H](CO)c3[nH]c4cc(OC)ccc4c32)C1	-6	0.0
CCCNC(=O)N1CCC2(CC1)CN(C(=O)COC)[C@H](CO)c1[nH]c3cc(OC)ccc3c12	-2	0.0
COc1ccc2c3c([nH]c2c1)[C@H](CO)N(S(C)(=O)=O)CC31CN(CC2CCOCC2)C1	29	0.0
COc1ccc2c3c([nH]c2c1)[C@H](CO)N(C(=O)CC1CC1)CC31CCN(Cc2ccncc2)CC1	-6	0.0

Not all compounds are listed; the hit share may differ from the screen's.
